# Source: PubChem
# ARFGAP1 inhibitor: inhibitors of rat ARFGAP1 | Q62848 | Arfgap1-stimulated ARF1 GTP hydrolysis, GDP FP detection | inhibition, % at 16.5 µM | actives 0.26% (n = 360,000);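 active = inhibition above a per-plate limit, mean inhibition of low control wells plus 3 SD, cut at about 25% in these data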;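 note: 0% = DMSO wells with enzyme and 100% = wells lacking Arfgap1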
#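 System: truncated rat Arfgap1 GAP domain / Medium: HEPES-based buffer, pH 7.5 / Also added: N-terminally truncated human ARF1-GTP substrate / Incubation: enzyme reaction 120 min at 25 °C after 20 min preincubation / Measured by: FP of antibody-bound GDP Alexa 633 tracer, ex 620/em 688 nm / Replicates: singlicate, each compound tested once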
# ASAP1 GAP inh: blocks human ASAP1-stimulated Arf1 GTP hydrolysis | Q9ULH1 | GDP FP detection | inhibition, % at 16.5 µM | actives 0.19% (n = 360,000); in the data active = inhibition above about 25%;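 note: 0% = vehicle with enzyme and substrate and 100% = no enzyme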
# ADAM10 inh: inhibits human ADAM10; inhibition, % at 7 µM; recombinant ADAM10, EDANS/DABCYL FRET peptide cleavage, 3 h; O14672; actives 0.62% (n = 370,000);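 active = inhibition above a per-campaign cutoff equal to the mean of compounds falling between control-based bounds plus 3 SD, cut at about 20% in these data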;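 note: 0% = DMSO wells while the 100% control is not disclosed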
# GC-A act: GC-A (human) enzyme activation; AID 1671463; actives 0.14% (n = 370,000); HEK293 GC-A cells, cGMP TR-FRET, EC30 ANP; 0% at EC30 ANP, 100% saturating ANP; activation, % at 10 µM; P16066; in the data active = activation above about 40%
# Target sequence (P16066 whole entry, looked up): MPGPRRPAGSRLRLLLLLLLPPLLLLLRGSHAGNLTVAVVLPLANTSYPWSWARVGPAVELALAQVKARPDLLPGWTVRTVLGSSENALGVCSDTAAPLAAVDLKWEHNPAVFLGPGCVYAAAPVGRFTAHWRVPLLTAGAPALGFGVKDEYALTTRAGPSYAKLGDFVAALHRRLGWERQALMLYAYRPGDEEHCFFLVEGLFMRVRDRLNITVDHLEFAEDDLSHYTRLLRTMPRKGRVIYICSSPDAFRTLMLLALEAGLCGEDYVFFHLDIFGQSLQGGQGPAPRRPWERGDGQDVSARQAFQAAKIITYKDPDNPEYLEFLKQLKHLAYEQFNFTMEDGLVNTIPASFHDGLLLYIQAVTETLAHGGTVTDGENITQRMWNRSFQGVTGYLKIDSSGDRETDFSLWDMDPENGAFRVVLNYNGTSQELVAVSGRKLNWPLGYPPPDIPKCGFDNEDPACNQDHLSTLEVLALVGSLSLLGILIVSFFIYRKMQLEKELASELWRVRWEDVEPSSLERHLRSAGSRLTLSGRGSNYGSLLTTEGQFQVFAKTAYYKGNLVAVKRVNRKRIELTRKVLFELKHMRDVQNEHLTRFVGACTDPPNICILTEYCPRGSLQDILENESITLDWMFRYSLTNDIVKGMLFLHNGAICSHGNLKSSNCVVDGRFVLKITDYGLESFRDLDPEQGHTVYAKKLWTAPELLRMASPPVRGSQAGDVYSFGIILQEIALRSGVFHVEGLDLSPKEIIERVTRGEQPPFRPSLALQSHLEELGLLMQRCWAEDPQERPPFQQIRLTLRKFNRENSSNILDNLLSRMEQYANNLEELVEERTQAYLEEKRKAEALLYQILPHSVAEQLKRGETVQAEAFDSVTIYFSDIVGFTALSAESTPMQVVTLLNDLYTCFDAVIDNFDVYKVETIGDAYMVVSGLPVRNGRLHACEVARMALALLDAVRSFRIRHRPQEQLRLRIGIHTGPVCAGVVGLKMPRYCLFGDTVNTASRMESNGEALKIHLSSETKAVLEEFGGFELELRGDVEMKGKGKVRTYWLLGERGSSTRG
# Tn6 DDE FP: disrupts Tn6 cyclic peptide binding to fibrin D-Dimer-E complex | Fibrin DD(E) TRITC-Tn6 fluorescence polarization displacement | actives 0.21% (n = 370,000) | AID 720509 | inhibition, % at 8.3 µM;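 active = inhibition above a per-campaign cutoff: mean of compounds within control limits plus 3 SD, cut at about 15% in these data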;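 note: 0% = median of all compound wells on the plate and 100% = blocking peptide control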
# NPR2 activator: GC-B (human) receptor activation; AID 1920062; actives 0.11% (n = 370,000); activation, % at 10 µM; P20594; HEK293-GC-B cells, CNP EC30, cGMP TR-FRET; 0% at EC30 CNP, 100% saturating CNP;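 active = activation at 10 µM reaching about 35% in either raw or pattern-adjusted values, limit read from the data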
# rCAG binder: binds r(CAG) RNA repeats; r(CAG) RNA repeat, TO-PRO-1 dye displacement fluorescence; inhibition, % at 3 µM; actives 1.3% (n = 370,000); AID 651821;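 active = inhibition above the plate cutoff, the mean of all test compounds on that plate plus 3 SD, cut at about 35% in these data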;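 note: 0% = DMSO alone and 100% = 100 µM mitoxantrone as full dye displacement; higher means more dye released from RNA so lower well fluorescence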
# KLK7 zymogen act: activates the human kallikrein-7 zymogen; actives 0.9% (n = 370,000); activation, % at 7 µM; purified proKLK7, EDANS-DABCYL substrate fluorescence; 100% is mature enzyme control, 0% vehicle; P49862;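 active = activation above the mean of all tested compounds plus 3 SD, computed per campaign excluding outliers beyond control limits, cut at about 13% in these data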
# HGIII-sPLA2 inh: Blocks human group III sPLA2 activity; QFRET BODIPY PC-A2 liposome hydrolysis, fluorescence; inhibition, % at 12.2 µM; AID 743126; actives 0.56% (n = 370,000);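 active = inhibition above mean plus 3 SD of compounds lying within the high and low control bounds, cut at about 19% in these data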;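 note: 0% = median of test compound wells and 100% = no enzyme DMSO wells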
# FXN GAA850 act: activators of GAA850 frataxin (FXN) promoter; activation, % at 6 µM; actives 0.56% (n = 360,000); HEK293 lucGAA850 FXN promoter luciferase reporter, 24 h; percent of 10 µM SAHA response;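 active = activation above the average of all compounds screened plus 3 SD, cutoff fixed separately per campaign, cut at about 7.5% in these data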;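 note: 0% = DMSO wells and 100% = 10 µM SAHA wells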
# Starred values were filed as active, the others as inactive; i = inactive; nt = not tested or not shown.
SMILES,ARFGAP1 inhibitor,ASAP1 GAP inh,ADAM10 inh,GC-A act,Tn6 DDE FP,NPR2 activator,rCAG binder,KLK7 zymogen act,HGIII-sPLA2 inh,FXN GAA850 act
c1ccc(OCc2nn3c(-c4cccnc4)nnc3s2)cc1,6.9,-0.1,3.2,-3.6,4.8,0.3,-5.0,-0.8,9.1,2.4
COc1ccc(OC(=O)CN2C(=O)C3C4CCC(C4)C3C2=O)cc1 (stereo not given),0.4,-8.0,4.2,3.1,-11.1,4.5,-1.6,0.5,1.6,1.4
Cc1ccc(S(=O)(=O)N2C(=O)CCC2C(=O)O/N=C(\N)c2ccc([N+](=O)[O-])cc2)cc1 (stereo not given),1.0,-1.7,-6.2,-1.3,0.9,0.8,-3.4,-0.4,2.9,0.6
Cc1ccc(CS(=O)Cc2ccc(C(=O)N3CCN(c4ccccc4)CC3)o2)cc1 (stereo not given),-3.1,6.8,-6.0,-1.3,-12.3,1.6,-8.8,0.7,3.3,0.6
Cc1cc(COC(=O)C2N3C(=O)[C@@H](NC(=O)COc4ccccc4)[C@H]3SC2(C)C)on1 (stereo not given in full),6.6,-0.6,-1.5,-2.9,2.3,4.2,-3.5,0.6,-3.8,0.7
COC(=O)C1=C(C)N(C)C(=NCC2CC2)NC1c1cccc(Cl)c1 (stereo not given),-11.7,9.4,-10.5,-21.5,0.1,-19.5,5.7,0.7,15.1,nt
CC(=O)O[C@]1(C(C)=O)CC[C@H]2[C@@H]3C=CC4=CC(=O)C=C[C@]4(C)[C@H]3CC[C@@]21C,-1.8,-5.8,-13.1,-1.9,11.9,3.5,-5.0,0.4,-1.1,6.1
CN(C)c1ccc(Nc2ccc([N+](=O)[O-])cn2)cc1,-3.4,9.7,16.5,-2.1,-8.4,-9.8,3.9,-0.4,39.2*,3.9
O=C(CN1CCN(C(=O)C2CCCO2)CC1)Nc1cc(Cl)ccc1Cl (stereo not given),-3.0,-14.6,-2.8,3.3,-9.4,-5.0,-6.4,-0.3,-3.1,-1.3
Fc1ccc(Nc2nc(Oc3ccc4c(c3)OCO4)nc(N3CCOCC3)n2)c(F)c1,3.5,-4.7,2.3,-1.4,-0.5,-9.3,-1.9,-0.6,-2.9,2.7
CC(=O)Nc1cnc(-c2ccc3c(c2)OCO3)cn1,-3.0,-6.1,-9.2,-3.6,7.8,-0.6,1.2,0.0,12.1,2.1
COc1ccc(C(=O)NNC(=O)c2cc(C)[nH]n2)cc1,-6.0,-4.7,-9.0,-0.5,0.8,-1.1,0.9,-0.1,-3.9,1.5
Cc1ccc(S(=O)(=O)Nc2c(C)nc3nc[nH]n3c2=O)c(C)c1,-15.7,-1.5,-10.1,2.5,-6.3,1.2,0.9,-0.3,-0.5,2.7
COC(C(=O)NNS(=O)(=O)c1ccc([N+](=O)[O-])cc1)c1ccccc1 (stereo not given),6.3,-5.0,13.9,-2.4,1.9,-2.9,1.6,0.1,8.5,-0.3
CCC(Cc1ccccc1)NC(=O)C1CCC(CNc2c(N3CCCC3)c(=O)c2=O)CC1 (stereo not given),-3.9,-4.8,-11.1,2.6,4.9,2.6,-0.6,0.2,-3.8,3.2
COc1ccc(OC)c(C(=O)NC(CC(N)=O)c2ccc(NCCN3CCCCC3)c([N+](=O)[O-])c2)c1 (stereo not given),0.2,-3.8,-8.1,0.5,-0.8,6.9,1.7,0.5,1.7,0.2
COc1cc(/C=N/NC(=O)c2ccoc2C)ccc1OCCN1CCCCC1,10.2,0.5,-7.9,1.5,7.1,4.0,-1.8,0.2,6.5,4.0
CCOC(=O)C1CCCN(Cc2ccc3c(c2)OCO3)C1 (stereo not given),-11.3,-19.9,5.9,3.4,14.5,2.0,-1.4,0.0,-3.4,-0.3
CCOc1ccc(-c2nnn(CC(=O)NCc3ccco3)n2)cc1,4.5,-17.3,13.5,0.0,10.2,1.9,5.4,-0.7,-9.7,0.0
c1ccc(CN2CCN(c3ncnc4nc[nH]c34)CC2)cc1,-8.0,-15.1,-12.9,2.4,-1.2,1.5,-1.0,0.5,-2.1,1.0

# 3 compounds from above, ordered by the number in ADAM10 inh, high to low:
structure,ARFGAP1 inhibitor,ASAP1 GAP inh,ADAM10 inh,GC-A act,Tn6 DDE FP,NPR2 activator,KLK7 zymogen act,HGIII-sPLA2 inh
COc1cc(/C=N/NC(=O)c2ccoc2C)ccc1OCCN1CCCCC1,10.2,0.5,-7.9,1.5,7.1,4.0,0.2,6.5
CC(=O)Nc1cnc(-c2ccc3c(c2)OCO3)cn1,-3.0,-6.1,-9.2,-3.6,7.8,-0.6,0.0,12.1
Cc1ccc(S(=O)(=O)Nc2c(C)nc3nc[nH]n3c2=O)c(C)c1,-15.7,-1.5,-10.1,2.5,-6.3,1.2,-0.3,-0.5

# Carrying on:
SMILES,ARFGAP1 inhibitor,ASAP1 GAP inh,ADAM10 inh,GC-A act,Tn6 DDE FP,NPR2 activator,rCAG binder,KLK7 zymogen act,HGIII-sPLA2 inh,FXN GAA850 act
COc1ccc(C(=O)Nc2ccc(O)c3c(=O)cc(-c4cccc(Cl)c4)oc23)cc1,13.2,12.9,-3.1,2.7,-1.4,-2.2,6.9,-0.1,-2.6,2.7
CCCN(CCC)S(=O)(=O)c1ccc(C(=O)NCc2ccco2)cc1,-2.5,14.7,-2.6,-2.8,-4.1,-0.2,-6.3,0.9,-15.2,0.6
Cn1c(=O)c2cc(NC(=O)OCCF)ccc2n1Cc1cccc(C(F)(F)F)c1,9.5,11.7,i,-0.9,1.1,4.0,1.3,13.3*,7.7,-0.1
CCC(C)C(CO)NCCCn1cnc(C(=O)Nc2ccc(C)c(C)c2)n1 (stereo not given),-6.2,-17.3,-9.7,3.4,0.9,-2.9,0.9,0.2,0.8,-1.6
OCC1OC(n2cnc3c(SCc4ccccc4)ncnc32)C(O)C1O (stereo not given),-2.6,-1.4,4.3,7.9,4.2,0.0,0.5,-0.3,-0.3,-2.8
CSc1cccc(NC(=O)CCn2c(=O)c3cccn3c3cccnc32)c1,0.3,-5.0,7.5,-5.4,2.7,-5.3,5.8,0.0,4.5,-0.7
O=C(Cc1ccc(Br)cc1)NC1CCN(Cc2ccccc2)CC1,15.3,16.9,6.3,0.2,-5.6,-1.5,-6.7,0.6,-5.3,0.7
CC[n+]1c(/C=C/Nc2ccccc2)oc2ccc(OC)cc21,5.9,-5.3,-10.5,-4.0,5.2,4.2,2.5,0.5,1.8,-0.5
Cn1cc(Br)c(C(=O)NN2C(=O)C3C(C2=O)C2C=CC3C23CC3)n1 (stereo not given),-10.1,0.2,-1.8,1.2,8.5,-0.9,4.8,0.6,1.7,-1.1
CCCc1cc(=O)oc2c3c(cc(OCC(=O)NCCN4CCOCC4)c12)OC(C)(C)CC3,9.5,10.3,i,-10.7,-0.9,-22.0,-9.2,31.9*,-0.7,-0.8
CCN(CC)c1ccc(NC(=O)COC(=O)/C=C/c2nc3ccccc3s2)cc1,5.3,16.3,1.2,-3.1,-7.5,-3.5,-2.2,0.6,-3.4,3.9
Cc1cccc(C(=O)NCC(=O)NC(C)CCc2ccccc2)c1 (stereo not given),10.1,7.0,-3.3,-0.9,3.3,-1.4,-0.9,-0.1,-7.7,-0.2
CCOC(=O)c1ccccc1NC(=O)CSc1nc2ccncc2[nH]1,-7.3,2.2,-35.0,5.3,4.9,9.3,-2.6,0.2,-30.9,3.2
CN(C)C(=O)C(NC(=O)c1ccccc1)=C(Cl)Cl,-16.9,4.8,2.7,2.9,3.6,4.5,-2.0,-0.6,3.6,1.7
O=C(Nc1cccc(C(F)(F)F)c1)Nn1cnnc1,-1.9,-6.6,-1.9,5.0,3.0,6.2,-1.1,-0.8,-6.9,1.9
CCN(CC(=O)NCc1ccc(F)cc1)S(=O)(=O)c1ccc(C)cc1,9.9,0.5,4.2,1.4,-0.8,-0.5,-3.1,-0.4,6.3,0.7
O=C(c1cc2ccccc2o1)N(Cc1ccco1)Cc1cccs1,2.5,-4.3,-0.3,-4.1,2.0,-7.6,-1.7,-0.3,-4.5,2.5
CC1(C(=O)NCc2ccccc2)CCC(=O)N1CCCn1ccnc1 (stereo not given),-1.6,0.0,-14.8,1.3,-0.5,0.2,0.8,0.8,3.3,nt
CC(=O)c1c(C)[nH]c(C2=NNC(=NCc3ccccc3)SC2)c1C,4.8,7.4,-16.2,-2.6,3.6,-5.6,13.1,-0.2,-4.6,1.2
CCOC(=O)C1=CNS(=O)(=O)NC1c1ccc(C[C@H](NC(=O)CNC(=O)CCc2ccccc2)C(N)=O)cc1 (stereo not given in full),-18.0,1.6,-131.3,1.1,-2.8,-2.4,3.4,-4.8,2.8,0.0
COc1ccc2cc(CN(CCCN3CCOCC3)Cc3nnnn3C3CCCCC3)c(=O)[nH]c2c1,-10.3,-4.8,-240.7,-7.0,10.1,1.1,-0.3,10.4,4.9,-2.2
CCOc1ccccc1NC(=O)CCn1cccc1,6.6,14.0,7.7,-1.5,0.6,2.7,3.3,0.1,2.0,-0.2
COc1ccc(-n2c(C)c(C)c3c(NCCCN(C)C)ncnc32)cc1,8.5,-1.3,-1.6,-4.6,-0.9,1.8,-2.5,0.0,-6.2,1.2
Cn1c(CC(=O)Nc2ccccc2F)nnc1SCC(=O)Nc1nccs1,2.9,3.2,-1.6,1.5,-5.8,2.3,1.8,0.3,-2.5,0.8
CC(C)Nc1cc(C(C)(C)C)nc2c(-c3ccccc3)cnn12,6.0,10.1,-116.7,-5.1,-3.4,-8.5,-0.9,-13.8,4.6,4.4
CC(c1ccc(Cl)cc1)n1c(-c2ccc3ccccc3n2)n[nH]c1=S (stereo not given),0.7,5.4,8.4,-4.7,0.5,-4.8,12.6,-0.5,-1.9,6.2
Cc1cc(C(=O)Nn2cnnc2)ccc1[N+](=O)[O-],-3.9,16.1,-3.8,2.1,-0.3,3.3,3.1,0.6,-1.8,1.2
CCn1ccnc1C(O)(c1ccccc1)c1ccccc1,11.3,11.6,4.1,1.1,-7.0,-3.2,-1.6,-0.5,14.9,2.5
Cc1ccccc1Cn1c(=N)n(CC(O)c2ccco2)c2ccccc21 (stereo not given),-9.1,-8.3,-4.6,-25.8,-3.3,-16.6,6.6,0.0,-0.7,-0.2
COc1ccc2nc(N3CCN(C(=O)c4ccc5ncsc5c4)CC3)sc2c1,8.5,8.2,-11.2,4.2,1.5,-3.1,-2.2,-0.8,-1.7,0.6
Cc1ccnc(Sc2nc3c(c(=O)[nH]c(=O)n3C)n2CCCc2ccccc2)n1,7.5,6.8,6.8,0.5,-4.2,-0.5,1.1,0.1,3.9,-2.0
Cc1cc2n(n1)C(c1ccco1)Nc1ccccc1-2 (stereo not given),-12.3,-14.6,-72.8,-17.5,5.3,-15.4,5.3,0.3,-5.7,2.9
C[C@H](CO)N1C[C@H](C)[C@@H](CN(C)S(=O)(=O)c2ccccc2)Oc2ccc(NC(=O)c3ccncc3)cc2C1=O,7.4,6.9,11.1,0.8,-1.7,-3.0,0.8,0.5,-6.3,1.0
O=C1C2CC=C(Cl)CC2C(=O)N1CC1OCCc2ccccc21 (stereo not given),14.8,-4.2,-5.1,5.0,-2.9,-0.6,-1.6,0.7,-1.9,2.1
COCCNC(=O)/C(C#N)=C/c1ccc(OC(=O)c2cccs2)c(OC)c1,5.2,-6.6,2.9,-4.0,5.4,0.8,-3.3,0.3,-2.0,-2.0
